Screening data deposited in PubChem BioAssay by several laboratories.
IEC-6 tox = cytotoxicity in IEC-6 intestinal epithelial cells, primary screen, cytotoxicity control for KLF5 inhibitor project, cell-based, luminescence; IEC-6 cytotoxicity, luminescence viability; inhibition, % at 5 µM; 290,000 compounds, 0.78% hits; AID 1825, 2009; in the data active means inhibition above about 22%;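 further: 0% = plate median of test compound wells and 100% = cytotoxic reference compound wells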
HSF1 activator = HSF-1 activators, primary screen, NIH3T3-HGL cells, MG132 stress, luminescence, single point; activation, % at 9 µM; NIH3T3-HGL HSF-1 luciferase reporter, 8 h; 100% = twice DMSO control signal; 300,000 compounds, 1.7% hits;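 active means mean replicate activation of at least 50% with a set share of replicates each reaching 50%; inconclusive means only one of those two conditions met; inactive means mean below 50% and too few replicates reaching it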;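 further: 0% = median of the neutral control wells and 100% = twice that signal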
HSF1 inhib = HSF1 inhibitors in luciferase reporter cells, primary screen, cell-based, NIH3T3, luminescence; NIH3T3-HGL HSE-luciferase, MG132-induced, luminescence 8 h; hits give low values; activity change, negative = inhibition, % at 7.5 µM (by protocol); 300,000 compounds, 0.77% hits; AID 2098, 2009;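 active means more than half of replicate wells show activity change below -50%, luminescence cut by over half; inconclusive means some wells, but at most half, below -50%; inactive means no replicate well below -50%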;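 further: luciferase reports HSF-1 transcriptional activity via heat shock element; 0% = median of DMSO wells and -100% = zero luminescence signal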
SKKanGAS inh = S. pyogenes SKKanGAS growth inhibitors in kanamycin, primary screen, streptokinase expression inhibitor project, SKKanGAS strain, BacTiter-Glo luminescence; inhibition, % at 7.5 µM; 6 h; 300,000 compounds, 1.3% hits; AID 1662, 2009;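 active means mean replicate score, as percent of positive control median, at least 50; inconclusive means mean below 50 but one replicate at or above 50; inactive means mean and every replicate below 50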;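 further: strain carries kanamycin resistance gene driven by streptokinase promoter and grows in 40 µg/ml kanamycin; loss of luminescence reflects streptokinase promoter inhibition or plain growth inhibition; 0% = median of DMSO wells and 100% = positive control at its reference dose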
HIF act = HIF pathway transcriptional activators, primary screen, cell-based, U2OS HRE-luciferase, luminescence; U2OS HRE-luciferase reporter; normalized: DMSO 0%, desferrioxamine 100%; activation, % at 7.5 µM (by protocol); 300,000 compounds, 0.32% hits; AID 1910, 2009;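 active means mean activation of at least 10% of the iron chelator positive control signal, with at least half of replicates also reaching 10%; inconclusive means mean and replicate majority disagree about reaching 10%; inactive means mean and most replicates under 10%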
AI-2 QS mod = Vibrio harveyi AI-2 quorum sensing modulators, primary screen, JMH597 strain, luminescence/OD600 ratio; Vibrio harveyi JMH597 AI-2 luminescence/OD600 ratio, 9 h; hits give low values; strain lacks LuxN and CqsS sensors; 0 = neutral-control median; 300,000 compounds, 0.4% hits; activity change, % at 7.5 µM; AID 2094, 2009; in the data active means activity change below about -75%, passing the limit was not always enough; inconclusive means no clear call, values can overlap the other calls;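 further: luminescence divided by OD600 gain over 9 h not by final OD600 alone; inactives centre near 13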
HSP90 inh = HSP90 inhibitors, primary screen, cell lysate, luminescence; 290,000 compounds, 0.91% hits; inhibition, % at 5.6 µM; Rabbit reticulocyte lysate, luciferase refolding luminescence, 3 h;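 active means inhibition above the screen-wide mean plus 3 SD, computed separately per campaign, cut at about 16% in these data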;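 further: 0% = DMSO wells and 100% = 60 µM geldanamycin wells; inhibitors lower the luminescence because luciferase stays unfolded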
KLF5 inh = KLF5 expression inhibitors, primary screen, DLD-1 cells, luminescence; AID 1700, 2009; DLD-1 KLF5 promoter-luciferase reporter; inhibition, % at 5 µM; 290,000 compounds, 0.23% hits;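 active means inhibition above a per-plate limit of that plate's mean compound inhibition plus 3 SD, cut at about 60% in these data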;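 further: 0% = DMSO wells and 100% = LY294002 at 200 µM; higher means less KLF5 promoter-driven luciferase light; inactives centre near -14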
Platelet DG rel = inhibitors of platelet dense granule secretion, primary screen, cell-based, MLPCN, human platelets; human platelet-rich plasma, SFLLRN dense granule ATP release, luminescence; inhibition, %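 (compounds screened at 7.5 µM in platelet-rich plasma)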; 300,000 compounds, 0.22% hits; AID 1663, 2009;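 active means mean replicate score, as percent of positive control, at or above 50; inconclusive means mean below 50 but at least one replicate at or above 50; inactive means mean and every replicate below 50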
aSyn UTR inh = MLPCN primary screen, SNCA 5' untranslated region. alpha-synuclein 5'UTR reporter, inhibitor activity. AID 1813, 2009. inhibition, % (tested at 7.5 µM). 300,000 compounds, 0.82% hits; in the data active means inhibition above about 60%; inconclusive means no clear call, values can overlap the other calls;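 further: H4 neuroglioblastoma cells stably carrying SNCA 5'UTR luciferase fusion; 0% = DMSO wells and 100% = positive control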
* = called active by the depositor; u = inconclusive; x = no result given.

mol	IEC-6 tox	HSF1 activator	HSF1 inhib	SKKanGAS inh	HIF act	AI-2 QS mod	HSP90 inh	KLF5 inh	Platelet DG rel	aSyn UTR inh
O=C(COc1coc(CN2CCc3ccccc3C2)cc1=O)Nc1ccc(F)cc1F	x	2	2	-16	-0.3	19	x	x	0	8
CCc1nnc(NC(=O)CSc2nnc(-c3c[nH]c4ccccc34)n2C)s1	-3	4	-3	7	0.5	8	-1	-28	-1	-7
COCCNC(=O)c1cc(C)ccc1C	1	5	-1	-5	0.8	19	-2	4	-11	-9
CN(NC(=O)c1ccccc1)c1ncc(C(F)(F)F)cc1Cl	-4	-9	-5	7	-0.1	11	0	-10	34	0
CC(C)c1ccc(S(=O)(=O)NC2CCCC2)cc1	7	3	1	3	-0.5	-43	2	-17	1	-1
O=C(Nc1nccs1)c1cncc(Br)c1	8	22	14	0	2.7	-3	1	-75	-9	-145
COc1ccc(N=C2C(=Nc3ccc(OC)cc3)N(c3ccc(OC)cc3)C(=S)N2c2ccccc2)cc1	3	u	15	-3	0.9	9	3	-90	-8	0
c1ccc(C(NCCNC(c2ccccc2)c2ccccc2)c2ccccc2)cc1	0	1	5	105*	-0.2	15	-1	-13	21	7
O=C(N/N=C/c1cccs1)c1n[nH]c2c1CCC2	7	16	-1	7	-1.9	4	9	-71	15	68*
Cc1ccccc1-c1oc(C)c(C)[n+]1[O-]	-3	-6	0	-7	0.3	17	-2	3	3	-30
CC1(O)c2ccccc2C(=O)N1CCc1ccccc1F (stereo not given)	-5	15	2	6	0.5	14	-1	6	-1	-44
O=c1cnnc(NCc2ccccc2)[nH]1	1	-17	-6	7	-0.6	11	2	20	4	-11
CC(C)C12CN3CC(C(C)C)(CN(C1)C3(C)C)C2=O	-8	-5	-6	0	-0.1	12	-4	-25	1	5
CN(C)c1nc(Cl)cc(N2CCOCC2)n1	-4	41	2	1	-0.1	7	-1	-16	-7	7
CC(C)C[C@H](NC(=O)c1cc2cc(Cl)ccc2n1C)C(=O)N1CCC[C@H]1C(=O)O	6	10	-3	-6	-0.1	12	0	-7	-3	13
COCCn1cnc2c1c(=O)n(CC(=O)OCC#N)c(=O)n2Cc1ccccc1	3	-10	-5	0	-0.6	-8	2	-21	6	5
CC(C)N(C(=O)Nc1ccc2nsnc2c1)C(C)C	-6	15	-6	0	-4.0	20	29*	-18	-1	-9
CCN1C(=O)N(C)C(N(O)C(=O)NC)C1(C)C (stereo not given)	0	8	-10	1	-0.1	-9	3	-38	4	-9
COc1ccc(CCNC(=O)C2CC(c3cccc(F)c3)=NO2)cc1 (stereo not given)	x	-3	6	-3	-0.1	-8	x	x	3	1
COc1cccc(-n2nnnc2SCC(=O)NCc2ccco2)c1	1	6	-9	-4	0.1	7	0	1	-2	-3
COCCCn1c(=O)c2sccc2n(Cc2cccc(C)c2)c1=O	-3	-6	-3	1	-8.0	5	0	-2	-3	13
CCC(=O)Oc1ccc(C2NC(=O)c3ccccc3O2)cc1OC (stereo not given)	-4	3	-3	3	0.3	1	6	-4	-5	2
Cc1cccc2c(CC(=O)Nc3ccccc3)noc12	0	15	10	10	1.7	-30	0	-7	0	-40
CC(NC(=O)CCc1nnc(C2(c3ccc(Cl)cc3)CCC2)o1)C1CC1 (stereo not given)	-2	6	1	-8	1.3	13	-6	-27	3	-14
C/C(=N\NC(=O)C(=O)Nc1ccc(C)cc1)c1ccncc1	-1	-32	-17	-1	0.0	16	-4	-11	-1	13
Cn1c(CCNC(=O)c2ccc(Cl)cc2)n[nH]c1=S	-11	-4	-9	-3	0.2	18	-3	-5	5	6
Cc1cccc(NC(=O)c2ccc([N+](=O)[O-])s2)c1C	12	56*	17	14	-0.3	62	-1	47	4	-57
COc1ccccc1OCC(=O)n1cc(C(=O)c2cc(Cl)cc(Cl)c2O)cn1	4	2	1	17	0.0	35	-4	16	3	-6
S=c1[nH]c2ccc(Cl)cc2s1	-2	5	-8	-16	-14	-44	4	-12	-8	-8
CCOc1cc(/C=C2\SC(=Nc3ccc(CC)cc3)NC2=O)ccc1OCC(=O)O	-6	25	0	5	-27	19	5	-18	-6	-17
O=C(c1ccccc1)c1sc(N2CCCCCC2)nc1-c1ccccc1	-4	14	9	11	0.6	12	1	-38	10	-13
Cc1cc(C)nc(SC2CCCCC2NS(=O)(=O)c2ccccc2)n1 (stereo not given)	4	47	15	7	0.2	-14	1	-20	-1	14
CN(C)c1ccc(CNC(=O)CN2C(=O)COc3ccc(S(=O)(=O)N4CCCC4)cc32)cc1	-5	-7	-4	-9	0.3	13	-1	-18	-3	-14
CCOC(=O)NC(C(Cl)(Cl)Cl)S(=O)(=O)c1ccccc1 (stereo not given)	-1	22	-3	-1	0.3	18	3	-1	4	-6
O=C(NCC1OCCCN1S(=O)(=O)c1ccc(F)cc1)C(=O)NC1CCCC1 (stereo not given)	6	0	-3	2	0.4	13	0	1	5	-6
O=C(COc1cccnc1[N+](=O)[O-])NC1CCS(=O)(=O)C1 (stereo not given)	-4	1	-4	-4	0.2	5	-1	-26	-2	2
O=C(NNC(=O)C1CCCCC1)c1ccncc1	-6	-6	-3	-11	0.3	2	-2	-24	-1	0
COCCN(CCOC)CC(O)COC(c1ccccc1)c1ccccc1 (stereo not given)	4	3	1	-7	1.0	16	2	8	1	12
CC(=O)Nc1ccc(CC#N)cc1	-6	19	2	3	0.7	10	0	-20	3	8
O=C(Cn1cccc1C(=O)c1ccccc1)NCc1ccc(Cl)cc1	2	27	12	-6	1.3	-5	5	-9	-4	9
C#CCn1cc(Cl)cc(C(=O)Nc2ccccc2)c1=O	-4	8	-3	-1	0.2	22	0	-20	-4	-28
CC(NC(=O)CSc1nnc(-c2cccc(S(=O)(=O)N3CCCCC3)c2)o1)C12CC3CC(CC(C3)C1)C2 (stereo not given)	2	29	6	9	-0.4	7	5	-10	14	22
CCOc1cc(/C=N/NC(=O)C2CC2)ccc1OC(C)C	-2	x	x	x	x	44	-6	-13	x	x
Cc1cc(-c2ccc(C)c(S(=O)(=O)Nc3ccc(S(N)(=O)=O)cc3)c2)on1	-2	-1	-9	2	0.4	0	1	1	15	-8
CCOc1cc(/C=N\NC(=O)c2ccc(C)nc2)ccc1OC(=O)c1ccc(F)cc1	-2	9	1	2	0.1	-5	3	-27	1	6
CC(=O)SC1CC(=O)N(c2ccc(C(C)(C)C)cc2)C1=O (stereo not given)	-5	-2	1	4	0.3	-5	0	-2	9	2
Cn1cc(/C=C2\SC(=S)N(NC(=O)c3ccccc3)C2=O)c2ccccc21	-2	26	-4	26	-4.4	24	-2	-21	0	-53
CCOC(=O)c1[nH]c2ccccc2c1NC(=S)Nc1ccccc1C	-4	-2	-2	-2	1.3	21	7	6	-3	-53
O=C(COC(=O)c1cccc(O)c1)Nc1nnc(-c2ccccc2)o1	x	-10	-1	-6	-0.3	42	x	x	-10	4
CCCOc1ccc([N+](=O)[O-])cc1C1NC(=S)NC(c2ccccc2)=C1C(=O)OCC (stereo not given)	2	18	9	1	-0.1	15	0	-19	-3	10
CCCCN1C(=O)C2Cc3c([nH]c4ccccc34)CN2C1=S (stereo not given)	9	u	25	9	1.4	-1	4	-21	-7	-8
COC(=O)/C(=C/c1ccc(OC)cc1)NC(=O)c1ccco1	-1	41	18	9	0.0	0	1	-7	8	7
CCOC(=O)c1c(CC(C)C)csc1N	-6	9	-2	-5	-0.4	19	-1	-15	0	17
CCN(Cc1ccccc1)S(=O)(=O)c1cc(C(=O)OC)n(C)c1	-4	23	8	-2	-0.1	8	-1	1	18	4
CC(C)CCC(C(=O)O)C(C)CC(=O)NC1CCCCC1 (stereo not given)	1	5	4	-7	-0.3	9	0	-29	11	-7
COC(=O)C1=C(C)NC(=O)NC1c1cccc(OC)c1OCc1ccccc1 (stereo not given)	6	-3	4	2	0.3	-5	5	-13	-8	-1
c1ccc(SCc2cc(-c3ccccc3)no2)cc1	-6	67*	46	17	3.4	-92*	-5	-93	6	-143
CCCCOC(=O)CCn1c(=S)oc2ccccc21	3	4	1	1	0.3	23	1	-2	-4	-22

Record cards, as listed above. Order of screens: IEC-6 tox, HSF1 activator, HSF1 inhib, SKKanGAS inh, HIF act, AI-2 QS mod, HSP90 inh, KLF5 inh, Platelet DG rel, aSyn UTR inh
Record of CN(NC(=O)c1ccccc1)c1ncc(C(F)(F)F)cc1Cl = -4, -9, -5, 7, -0.1, 11, 0, -10, 34, 0
Record of COC(=O)C1=C(C)NC(=O)NC1c1cccc(OC)c1OCc1ccccc1 (stereo not given) = 6, -3, 4, 2, 0.3, -5, 5, -13, -8, -1

Copied from the entries so far (9 entries):
mol	IEC-6 tox	HSF1 activator	HSF1 inhib	SKKanGAS inh	HIF act	AI-2 QS mod	HSP90 inh	KLF5 inh	Platelet DG rel	aSyn UTR inh
CCCOc1ccc([N+](=O)[O-])cc1C1NC(=S)NC(c2ccccc2)=C1C(=O)OCC (stereo not given)	2	18	9	1	-0.1	15	0	-19	-3	10
CCCCN1C(=O)C2Cc3c([nH]c4ccccc34)CN2C1=S (stereo not given)	9	u	25	9	1.4	-1	4	-21	-7	-8
COC(=O)/C(=C/c1ccc(OC)cc1)NC(=O)c1ccco1	-1	41	18	9	0.0	0	1	-7	8	7
CCOC(=O)c1c(CC(C)C)csc1N	-6	9	-2	-5	-0.4	19	-1	-15	0	17
CCN(Cc1ccccc1)S(=O)(=O)c1cc(C(=O)OC)n(C)c1	-4	23	8	-2	-0.1	8	-1	1	18	4
CC(C)CCC(C(=O)O)C(C)CC(=O)NC1CCCCC1 (stereo not given)	1	5	4	-7	-0.3	9	0	-29	11	-7
COC(=O)C1=C(C)NC(=O)NC1c1cccc(OC)c1OCc1ccccc1 (stereo not given)	6	-3	4	2	0.3	-5	5	-13	-8	-1
c1ccc(SCc2cc(-c3ccccc3)no2)cc1	-6	67*	46	17	3.4	-92*	-5	-93	6	-143
CCCCOC(=O)CCn1c(=S)oc2ccccc21	3	4	1	1	0.3	23	1	-2	-4	-22

Random draw from the library (roughly 6% active in at least one column).
